Rac1 GTP hydrolysis: MgcRacGAP GTPase-activating activity inhibitors, confirmation, biochemical, ADP Hunter fluorescence. Rac GTPase-activating protein 1 (Homo sapiens). MgcRacGAP-stimulated Rac1 GTP hydrolysis, ADP Hunter fluorescence; higher % means a stronger effect; GST-tagged Rac1 F28L mutant substrate. one-dose inhibition, % at 30 µM; IC50 in µM for titrated hits. 340,000 compounds, 0.6% hits;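 active = first-screen hits whose inhibition reached a set limit at any dose in the follow-up dose series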;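 note: fluorescence reports GDP produced by GAP-driven GTP hydrolysis; strong numbers were not always called active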
HEK293 NOD2/NF-kB: NOD2 signaling inhibitors, cell-based, luminescence, uHTS, HEK293 (AID 1566). HEK293 NOD2/NF-kB luciferase reporter, luminescence; higher % means a stronger effect. one-dose inhibition, % at 4 µM; EC50 in µM for titrated hits. 290,000 compounds, 0.63% hits; note: many of its hits are not listed in these tables
GPR55 antagonists: GPR55 antagonists blocking LPI-driven arrestin recruitment, primary screen, imaging, U2OS, beta-arrestin-GFP, LPI agonist (AID 2013); G-protein coupled receptor 55 (Homo sapiens); U2OS GPR55 beta-arrestin-GFP translocation imaging, LPI antagonism; higher % means a stronger effect; inhibition, % at 10 µM; hits with a dose series show IC50 in µM; 290,000 compounds, 0.13% hits;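 active = spots per cell inhibited over 60%, with over 100 cells counted and total cytoplasm intensity under 500,000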;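 note: U2OS cells stably carrying GPR55 and arrestin-GFP stimulated by 5 µM LPI near EC80; imaged beta-arrestin-GFP aggregate spots per cell after agonist stimulation; plate controls were LPI-stimulated DMSO wells for no effect and DMSO wells without LPI for full effect; some results filed as inactive read as strong as hits; confirmed hits need IC50 under 10 µM and bright autofluorescent wells are also inconclusive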
KOR beta-arrestin-1: KOR antagonists, beta-arrestin recruitment, cell-based, luminescence, uHTS (AID 1778); 290,000 compounds, 0.091% hits; one-dose inhibition, % at 10 µM; IC50 in µM for titrated hits; KOR beta-arrestin recruitment, luminescence, antagonist mode; higher % means a stronger effect; note: strong numbers were not always called active
HIV fusion peptide: inhibitors of HIV fusion peptide binding, primary screen, biochemical, uHTS, fluorescence dequenching (AID 1986); cell-free peptide binding, fluorescence dequenching, 30 min; higher % means a stronger effect; inhibition, % at 20 µM; hits with a dose series show IC50 in µM; 290,000 compounds, 0.3% hits; in the data active = inhibition mostly above about 52%, no sharp cut-off; inactive = mostly below about 76%; note: some results filed as inactive read as strong as hits
GPR55 beta-arrestin: GPR55 agonists via beta-arrestin recruitment, primary screen, imaging, U2OS cells, beta-arrestin-GFP redistribution (AID 1961); U2OS GPR55 beta-arrestin-GFP redistribution imaging; higher % means a stronger effect; activation, % at 10 µM, or EC50 in µM where a hit was titrated; 290,000 compounds, 0.048% hits;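 active = activation above 40% with more than 50 cells counted in the well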;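 note: U2OS osteosarcoma cells stably expressing GPR55 and beta-arrestin-GFP; plate controls were DMSO negative control for no effect and LPI positive control for full effect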
NOD1 NF-kB reporter: NOD1 signaling inhibitors, primary screen, cell-based, luminescence, uHTS (AID 1578); inhibition, % at 4 µM, or EC50 in µM where a hit was titrated; 290,000 compounds, 1% hits; NOD1-driven NF-kB luciferase reporter cells, luminescence; higher % means a stronger effect; in the data active = inhibition mostly above about 36%, no sharp cut-off; inactive = mostly below about 34%;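 note: HEK-293T reporter cells stimulated with the NOD1 agonist gamma-tri-DAP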
Large T inhibition: SV40 large T antigen inhibitors, biochemical (AID 1903); SV40 large T antigen ATPase/helicase inhibition assay; higher % means a stronger effect; inhibition, % at 20 µM; hits with a dose series show IC50 in µM; 310,000 compounds, 0.39% hits; in the data active = a potency from the dose series; note: strong numbers were not always called active
KOR beta-arrestin-2: KOR agonists, beta-arrestin recruitment, primary screen, cell-based, luminescence, uHTS (AID 1777); Kappa-type opioid receptor (Homo sapiens); activation, % at 10 µM; hits with a dose series show EC50 in µM; 280,000 compounds, 0.02% hits; KOR beta-arrestin recruitment, luminescence; higher % means a stronger effect; in the data active = activation above about 50%, passing the limit was not always enough; note: a part of the inactive calls stands beside numbers as strong as those of hits
The depositor's hits bear a star; nt = no result given; [ ] = another dose, or the depositor's remark. Cut-off read from the data, not from the text of the source, unless noted: active = inhibition above about 50%; inactive = the rest.

Order of results – Rac1 GTP hydrolysis	HEK293 NOD2/NF-kB	GPR55 antagonists	KOR beta-arrestin-1	HIV fusion peptide	GPR55 beta-arrestin	NOD1 NF-kB reporter	Large T inhibition	KOR beta-arrestin-2
- CC(=O)c1ccc(S(=O)(=O)NCCC(=O)OCC(=O)NCCc2ccccc2)cc1
 : -4.9%	13.0%	5.0%	-12.5%	-1.8%	0.0%	-6.0%	12.4%	8.2%
- CCCC1=NN(C(=O)Cc2ccc(OC)c(OC)c2)C(O)(C(F)(F)F)C1 (configuration not stated)
 : -0.6%	23.0%	3.4%	23.0%	-3.2%	0.0%	7.1%	4.4%	1.6%
- CCCOC(=O)C1=C(C)NC(=O)NC1c1cc2c(cc1Br)OCO2 (configuration not stated)
 : -2.4%	-0.7%	1.1%	5.8%	-0.6%	-0.2%	-32.4%	8.5%	-2.8%
- CCC(C)(C(=O)NC1CCCCC1)N(C(=O)C1CCC(=O)N1)c1ccc(C)cc1 (configuration not stated)
 : 7.7%	18.0%	12.3%	8.9%	-0.9%	0.3%	nt	9.7%	-1.1%
- Cc1cccc(-c2nc3c(c(SCC(=O)N(C)C)n2)CCCC3)c1
 : 13.5%	8.0%	2.3%	-82.5%	0.3%	1.2%	9.1%	3.5%	2.4%
- N/C(=N\O)C1COc2ccccc2O1 (configuration not stated)
 : 6.4%	12.1%	9.5%	-27.1%	-1.5%	-0.3%	nt	3.7%	5.1%
- O=C(NCCCl)Nc1cccnc1Cl
 : 7.2%	7.9%	-8.3%	11.1%	-1.0%	0.5%	-29.1%	4.7%	-2.9%
- O=C(O)C1CC=CCC1C(=O)Nc1cccc([N+](=O)[O-])c1 (configuration not stated)
 : 5.4%	9.5%	-1.0%	4.1%	1.0%	-0.1%	-49.0%	1.1%	-2.4%
- C[C@H](O)[C@@H](C(=O)N1CCN(C(=O)OC(C)(C)C)CC1)n1cc(CCCCNC(=O)OC(C)(C)C)nn1
 : 8.6%	12.6%	10.6%	-21.8%	0.9%	0.2%	-20.7%	5.2%	-1.9%
- COCCOc1cc(NC(=O)c2sccc2Oc2ccc([N+](=O)[O-])cc2F)c(Cl)cc1Cl
 : 3.4%	13.6%	19.6%	7.4%	-1.1%	-0.4%	-8.0%	2.5%	-0.4%
- Cc1cccc(N2C(=O)/C(=C\c3ccc(C(=O)O)cc3)c3ccccc3C2=O)c1
 : 40.5%	25.0%	25.0%	-17.2%	7.1%	1.4%	-20.6%	36.5%	0.0%
- CCCc1cc(=O)oc2c(C)c(O)c(CN3CCCCC3)cc12
 : 6.3%	20.8%	-1.9%	-50.2%	23.8%	-0.2%	2.7%	15.4%	-1.5%
- Cc1ccc2[nH]c(=O)c(CN(Cc3cccnc3)Cc3nnnn3CCN3CCOCC3)cc2c1
 : 6.7%	4.0%	1.6%	5.9%	-2.7%	-0.2%	-10.2%	10.3%	-2.2%
- CCOc1ccc2nc(Cl)c(C3CC(c4ccco4)=NN3S(C)(=O)=O)cc2c1 (configuration not stated)
 : 2.5%	15.7%	2.8%	9.4%	2.6%	-0.3%	1.7%	15.0%	-0.1%
- O=C1C2CC=CCC2C(=O)N1c1ccc(NCCc2ccccc2F)c([N+](=O)[O-])c1 (configuration not stated)
 : 4.2%	5.2%	5.6%	-27.7%	0.7%	-0.3%	-18.7%	2.7%	3.6%
- O=C(O)CC(C(=O)Nc1ccc(Cl)cc1)N1CCCCCC1 (configuration not stated)
 : 10.2%	5.0%	3.0%	-18.1%[20 µM]	-0.2%	-0.3%	-3.6%	9.1%	2.5%
- CC1(C)Cc2nc3sc4c(=O)n(CC(N)=O)cnc4c3cc2CO1
 : 7.1%	-27.3%	-27.0%	-9.8%	-1.9%	0.0%	-48.7%	4.7%	3.3%
- COc1cccc(CSc2nc(N)cc(N)n2)c1
 : 0.5%	-1.3%	-2.0%	-44.3%[20 µM]	53.0%	0.6%	-2.3%	-0.8%	3.9%
- NC(=O)CC(NC(=O)Cc1cccc2ccccc12)c1ccc(NCCc2cccc(F)c2)c([N+](=O)[O-])c1 (configuration not stated)
 : 2.6%	-4.9%	-9.7%	26.3%	3.0%	-0.1%	-6.0%	5.9%	1.8%
- CC1=NN(C(C)C)C(=O)C1
 : 9.2%	10.6%	1.5%	-4.2%	2.7%	0.2%	15.3%	12.1%	3.1%
- CCNc1c(NS(=O)(=O)c2ccc(Br)s2)c(=O)oc2ccccc12
 : 5.5%	17.3%	5.6%	-17.4%	2.6%	-0.2%	12.4%	10.5%	-5.1%
- COc1ccc(CCN(/C=C2\Sc3ccccc3C2=O)C(C)=O)cc1OC
 : nt	4.6%	-4.1%	-0.4%	0.4%	-0.2%	-10.8%	11.7%	0.5%
- CC(=O)c1cccc(NC(=O)/C(=C\c2ccco2)NC(=O)c2cccs2)c1
 : -1.6%	12.0%	26.6%	-10.4%	19.6%	-0.1%	1.3%	8.7%	2.9%
- O=C(/C=C/c1cccc([N+](=O)[O-])c1)N1CCN(Cc2ccccc2)CC1
 : 13.7%	4.8%	-14.6%	2.7%	0.1%	-0.2%	-2.2%	8.4%	-2.5%
- COCCNC(=O)C1CCC(Cn2c(=S)[nH]c3ccccc3c2=O)CC1 (configuration not stated)
 : 1.5%	-7.5%	9.8%	48.8%	-2.1%	-0.1%	-26.7%	-2.3%	-5.0%
- COc1cccc(CN2CC(C(=O)NC3CCCCCC3)CCC2=O)c1 (configuration not stated)
 : 2.8%	1.5%	7.9%	16.9%	-0.7%	-0.2%	-35.9%	8.4%	7.6%
- O=C(NCCN1CCOCC1)c1ccc(Cl)c(S(=O)(=O)N2CCCCC2)c1
 : 6.2%	3.9%	-1.3%	9.1%	1.4%	0.5%	-12.5%	22.6%	1.0%
- CCC(C)N(C(=O)c1csnn1)C(C(=O)NCc1ccc(F)cc1)c1ccco1 (configuration not stated)
 : 1.8%	6.3%	2.7%	-15.0%	-1.1%	-1.0%	-3.5%	-5.1%	0.1%
- COc1ccc(C(=O)CN2C(=O)c3ccccc3S2(=O)=O)cc1Br
 : 8.1%	21.9%	15.7%	16.1%	0.1%	0.4%	5.9%	6.5%	-8.1%
- Cc1ccc(-c2csc3nc4cc(C(=O)NC5CCC(O)CC5)ccc4c(=O)n23)cc1 (configuration not stated)
 : 9.8%	16.7%	7.8%	3.3%	-2.9%	1.3%	12.0%	15.3%	-2.6%

As entered above:
For HIV fusion peptide, CCOc1ccc2nc(Cl)c(C3CC(c4ccco4)=NN3S(C)(=O)=O)cc2c1 (configuration not stated) has 2.6%
For Large T inhibition, Cc1cccc(-c2nc3c(c(SCC(=O)N(C)C)n2)CCCC3)c1 has 3.5%

The list continues.
Order of results – Rac1 GTP hydrolysis	HEK293 NOD2/NF-kB	GPR55 antagonists	KOR beta-arrestin-1	HIV fusion peptide	GPR55 beta-arrestin	NOD1 NF-kB reporter	Large T inhibition	KOR beta-arrestin-2
- O=C(NCCN1CCOCC1)c1cccc(Cl)c1
 : 4.9%	-15.9%	5.4%	20.6%	0.1%	-0.1%	-38.3%	8.4%	2.3%
- CN(C)/C=C/C(=O)/C=C/c1ccc(Cl)cc1Cl
 : -3.0%	-74.0%	7.4%	3.9%	4.5%	0.0%	-45.6%	4.5%	-3.7%
- Cc1cc([N+](=O)[O-])cnc1N1CCOCC1
 : 3.4%	2.3%	-3.0%	-14.6%	0.1%	0.0%	-21.8%	-11.2%	1.2%
- Cc1ccccc1NC(=S)NCc1ccc(Cl)cc1
 : 5.3%	-2.7%	5.7%	-5.6%	-3.4%	-0.3%	-8.9%	6.3%	1.5%
- COc1ccc2c(Cl)c(C(=O)N/N=C/c3ccncc3)sc2c1
 : 7.4%	11.9%	5.2%	-3.7%	0.3%	0.3%	-0.9%	5.8%	0.8%
- COCCCNC(=O)Cn1c(=O)n(Cc2ccccc2Cl)c(=O)c2cc(OC)c(OC)cc21
 : 3.5%	19.4%	1.4%	19.6%	-1.5%	-0.3%	-14.3%	19.4%	-3.8%
- O=C(c1ccco1)N(Cc1cccc(Cl)c1)C1CCS(=O)(=O)C1 (configuration not stated)
 : -0.7%	1.2%	0.4%	-31.4%	-0.4%	-0.1%	-11.0%	nt	-4.0%
- Cc1nc2cc3c(cc2c(C)c1C(=O)OC(C)C)OCO3
 : 7.9%	6.7%	5.6%	-9.1%	-0.3%	-0.4%	-14.9%	9.1%	18.8%
- O=C(CSc1nnc(-c2ccncc2)o1)c1cccc([N+](=O)[O-])c1
 : 10.7%	11.9%	3.5%	-5.9%[20 µM]	-2.9%	-0.1%	-8.8%	10.0%	-5.0%
- Cc1ccc(OCC(=O)O)c(-n2nc3ccccc3n2)c1
 : 9.2%	12.3%	-8.5%	-18.4%	1.1%	0.1%	16.0%	-0.1%	0.7%
- COC(=O)c1sc(NC(=O)C(C)C)c(C(=O)OC)c1C
 : 3.1%	11.6%	-14.8%	20.1%	-2.4%	0.0%	-8.4%	-0.8%	-2.1%
- O=C1CCCc2nc(N3CCN(c4ccccc4)CC3)ncc21
 : 4.9%	2.1%	6.9%	-29.4%	-1.2%	-1.0%	-12.9%	2.8%	-8.8%
- O=C(CCNc1cccc(F)c1)c1cc2ccccc2o1
 : 8.3%	6.2%	6.5%	-17.2%	-2.2%	-0.5%	-44.0%	31.7%	-15.6%
- C=CCSc1nc(C)c(CC(=C)C)c(=O)[nH]1
 : 5.0%	6.6%	-0.8%	16.5%	0.4%	-0.2%	-23.6%	20.4%	-3.2%
- C/C(=N\N=C1\NC(=O)C(CC(=O)Nc2ccc(C)c(Cl)c2)S1)C(C)C (configuration not stated)
 : 9.8%	8.1%	6.9%	-19.5%	1.1%	-0.2%	-1.4%	7.0%	0.2%
- CC(C)N1CCN(Cc2cc(F)ccc2-n2cccn2)CC1CCO (configuration not stated)
 : 11.8%	-39.1%	14.1%	-21.1%	2.9%	-0.1%	-17.4%	7.1%	-4.0%
- COc1ccc(OC)c(NC(=O)c2cccc(C)c2[N+](=O)[O-])c1
 : 2.8%	7.6%	0.3%	-9.3%[20 µM]	0.2%	-0.1%	-23.3%	4.8%	nt
- CS(=O)(=O)c1ccc2nc(NC(=O)c3ccc(=O)[nH]c3)sc2c1
 : -3.7%	7.3%	-5.6%	-15.1%	1.9%	0.0%	10.2%	19.4%	5.4%
- CCC(C)[C@H](NC(=O)Nc1ccc(C(C)=O)cc1)C(=O)OC (some centres not stated)
 : 3.8%	20.8%	-3.5%	9.9%	3.2%	-0.2%	8.9%	6.5%	4.0%
- CCNC(=O)[C@H]1O[C@@H](n2cnc3c(N)nc(NCCc4ccc(CCC(=O)O)cc4)nc32)[C@H](O)[C@@H]1O
 : 3.1%	-13.5%	-6.5%	-15.1%	1.0%	-0.1%	-13.6%	10.5%	3.4%
- CCCN1CCN(CCCNC(=O)c2cc3c(=O)oc4ccc(C)cc4c3s2)CC1
 : 2.5%	4.7%	13.9%	-14.6%	-1.3%	-0.1%	-19.3%	5.3%	-1.3%

Screening results from PubChem.

Some of the compounds tested. The share of hits here may be higher or lower than overall.
